Assay outcomes deposited in PubChem by NCI.
NCI-60 one-dose screen, 48 h, at 10 µM unless noted. Numbers give growth in % (100 = growth as untreated, 0 = no growth, -100 = all killed).
OVCAR-8 – OVCAR-8 ovarian cancer; actives 4.4% (n = 81,000)
OVCAR-5 – OVCAR-5 ovarian cancer; actives 2.9% (n = 82,000); AID 1794783
IGROV1 – IGROV1 ovarian cancer; actives 4.7% (n = 79,000)
DU-145 – DU-145 prostate cancer; AID 1794760; actives 4.2% (n = 81,000)
OVCAR-4 – OVCAR-4 ovarian cancer cells; actives 3.7% (n = 80,000)
SK-OV-3 – SK-OV-3 ovarian cancer cells; actives 3.2% (n = 80,000)
OVCAR-3 – OVCAR-3 ovarian cancer. AID 1794787. actives 7% (n = 79,000)
PC-3 – PC-3 prostate cancer cells; actives 3.9% (n = 80,000)
* hit, by the source's call; . = no result given; & = joins results of further samples. The calls were made as follows: active = growth percent below 10; inactive = the rest.

SMILES	OVCAR-8	OVCAR-5	IGROV1	DU-145	OVCAR-4	SK-OV-3	OVCAR-3	PC-3
O=C(Nc1ccccc1)N1CCN(c2ccccc2)CC1	95	95	91	113	112	100	104	93
COC(=O)CC[C@@H](C)[C@H]1CC[C@H]2C3CC[C@@H]4C[C@@H]5CC[C@]4(C)[C@@]3(O5)[C@H](Br)[C@@H](Br)[C@]12C (stereo partly specified)	98	102	103	101	86	80	101	78
Cc1ccc(-c2ccc(/C=C(\C#N)C(=O)c3c[nH]c4ccccc34)o2)cc1Cl	99	102	82	105	103	95	103	97
CCOC(=O)c1c(C)oc2ncnc(Nc3ccc(OCc4ccc(Cl)c(Cl)c4)cc3)c12	113	95	.	108	121	99	118	103
OCC(c1ccccc1)c1ccccc1	97	106	106	102	113	100	106	89
N/C(=N\C(N)=N\c1nc2ccccc2s1)c1ccc([N+](=O)[O-])cc1	99	121	57	104	100	104	99	80
O=[N+]([O-])c1ccc(S(=O)(=O)NN=C2CCCCC2)cc1	101	114	103	121	99	100	114	97
O=C(O)c1c[nH]c2ccccc2c1=O	108	94	99	99	93	92	107	98
O=C1/C(=C\c2ccc(Cl)cc2)CN(C(=O)c2ccccc2)C/C1=C\c1ccc(Cl)cc1	4.0*	84	4.3*	25	36	59	-8.0*	26
COc1cc(F)c(/C=C/c2cc(/C=C/c3cc(OC)c(OC)cc3F)n(-c3cccc(C(F)(F)F)c3)n2)cc1OC	105	114	92	97	91	101	103	85
O=S1(=O)O[C@H]2CCCC[C@H]2O1	98	105	94	106	105	99	103	95
CN(C)c1ccc(/C=C(\C#N)c2nc3ccccc3n2C)cc1	40	64	32	26	55	35	-8.9*	36
CC1(C)C=C2[C@H]3CC[C@@H]4[C@@]5(C)CCC(=O)C(C)(C)[C@@H]5CC[C@@]4(C)[C@]3(C)CC[C@@]2(C=O)CC1	102	98	110	104	94	103	115	75
Cc1ccc2c(c1)C(C)(C)C(C)(C)C2(C)C	100	85	97	107	101	96	110	94
Nc1cc(Nc2ccccc2Cl)nc(N)n1	107	120	104	108	102	93	104	94
C(=Nc1ccc(N2CCN(c3ccccc3)CC2)cc1)c1ccccn1	95	109	106	107	98	70	103	83
COC(=O)c1ccccc1C(=O)c1ccc(OC)cc1	99	99	107	125	114	106	115	97
Cc1ccc(CNn2c(COc3ccccc3)nc3ccccc3c2=O)cc1	101	107	78	109	96	90	108	101
Cc1cc(=O)oc2cc(OCCCOc3ccc(/C=C/C(=O)Nc4ccccc4Cl)cc3)ccc12	103	100	104	108	102	114	.	107
CC(C)CNCC(=O)Nc1ccc(-c2ccc(NC(=O)CNCC(C)C)cc2)cc1	103	115	90	99	101	109	93	66
CNC(=O)c1ccnc(Cn2nc(C)c(NC(=O)c3ccc(COc4ccc(C(F)(F)F)cc4C)cc3)c2C)c1	87	106	94	93	71	95	80	76
CCCCCCNC(=O)Oc1ccc(/C(=C(/CC)Cc2ccccc2)c2ccc(OCCN(CC)CC)cc2)cc1	61	83	77	81	66	89	72	52
CCOC(=O)C1=C(C(=O)OCC)N(c2ccccc2)C(N)=C(C#N)C1c1cc(=O)[nH]c2ccccc12 (stereo unspecified)	100	105	100	108	102	110	112	124
Cn1c(N2CCN(Cc3ccccc3)CC2)nc(-c2ccccc2)c(C#N)c1=O	45	106	.	109	91	103	97	101
O=C1NC=C(C(=O)c2cc3ccccc3oc2=O)C(c2ccccc2)N1 (stereo unspecified)	100	112	87	105	96	80	94	89
Cc1ccc(S(=O)(=O)NC(=O)CCC(=O)Nc2ccc(S(N)(=O)=O)cc2)cc1	112	116	105	106	101	92	104	104
O=C(Nc1nc2ccc(Cl)cc2s1)c1ccc(Cl)cc1	99	115	119	115	101	89	113	89
C(=C\c1ccncc1)/c1ccncc1	121	114	.	145	92	120	169	.
COc1ccc(C(=O)N/N=C/c2ccc(OC)c(Br)c2)cc1	98	110	101	109	102	102	106	97
CCC(=O)CC(C)(C)C	106	103	113	115	91	109	121	94
Nc1ccc(-c2nc3ccccc3s2)cc1	96	86	72	107	93	.	102	84
CC(C)(C)CC(C)(C)Cc1ccc(OCCOCC[N+](C)(C)Cc2ccccc2)cc1	23	74	-17*	53	7.0*	47	0.1*	10
CCOC(=O)c1ccc(-c2ccc3cc(OC)ccc3c2)nc1C	107	95	102	103	112	99	106	100
CCC(O)(c1ccccc1)C(O)c1ccccc1 (stereo unspecified)	107	103	95	115	99	108	113	97
COC(=O)/C=C(/C(=O)OC)c1c[nH]c2ccccc12	96	105	109	112	98	102	103	95
CCN1C(=S)N(CC)C2Nn3c(s/c(=C4\C(=O)N(C(C)C)c5ccccc54)c3=O)=NC21 (stereo unspecified)	102	103	93	116	97	111	110	109
O=C1NC(=S)N/C1=C/c1ccc2c(c1)CCC2	111	111	117	99	115	109	95	106
O=C1NCC2CCCC1C2 (stereo unspecified)	99	107	107	113	103	110	114	114
N#CCCCc1cn(-c2ncc(-c3ccc(C(F)(F)F)cc3)c(NC3CCCCCC3)n2)nn1	88	97	76	92	75	86	83	63
C/C(=C/c1ccccc1)C(=O)O	105	94	104	111	104	97	119	97
Cn1cc(/C=C2\C(=O)N(CCCn3c4ccccc4c(=O)c4ccccc43)c3ccccc32)c2ccccc21	99	99	57	108	107	117	80	84
CCN1CCN(C(=O)[C@]23CC[C@@H](C)[C@H](C)[C@H]2C2=CC[C@@H]4[C@@]5(C)C/C(=C/c6cccc([N+](=O)[O-])c6)C(=O)C(C)(C)[C@@H]5CC[C@@]4(C)[C@]2(C)CC3)CC1	90	91	105	88	85	103	88	46
O=C(CN1CCCc2ccccc21)NNC(=O)c1cc2ccccc2o1	79	101	.	108	101	98	107	93
O=C(NC(=S)N1CCN(c2ncnc3c2cnn3-c2ccccc2)CC1)c1ccc(Cl)cc1	38	84	71	81	17	42	48	47
CCOC(=O)C1=NN(c2ccccc2)C2=NC(=O)/C(=C(/C)c3cc4ccccc4o3)C(=O)N12	89	100	82	102	105	94	95	95
CN1C(=O)C2=C(NCCN(C(=O)[C@H](Cl)c3ccccc3)C2c2ccc(Cl)c(Cl)c2)C1(C)C (stereo partly specified)	50	108	34	69	54	120	62	45
COc1ccc(C(=O)Nc2cccc(C3CC(=O)c4c(cc(OC)c(OC)c4OC)O3)c2)cc1 (stereo unspecified)	18	46	36	3.0*	44	21	1.5*	20
CCN(CC)CCCC(C)Nc1c(C)cnc2ccc(C)cc12 (stereo unspecified)	102	92	96	101	100	112	87	94
COc1cc(/C=C/C(=O)Nc2cccnc2Nc2ccc(F)cc2)cc(OC)c1OC	82	105	139	110	93	107	113	.
Cc1cccc2c(C(=O)c3ccc4c(c3)Sc3cc(C(=O)c5ccn6c(C)cccc56)ccc3N4)ccn12	107	110	112	107	110	113	109	88

Continuation:
SMILES	OVCAR-8	OVCAR-5	IGROV1	DU-145	OVCAR-4	SK-OV-3	OVCAR-3	PC-3
C=CCN(CC=C)c1ncnc2[nH]ncc12	89	87	108	103	89	91	100	86
CCCNC(=O)c1ccc(-n2c(=O)[nH]c3ccccc3c2=O)cc1	105	100	102	107	105	98	107	108
N#CC1=C(N)Oc2c(c(=O)[nH]c3ccc(Br)cc23)C12C(=O)c1ccccc1C2=O	99	94	100	104	100	114	108	82
O=C(Nc1ccc(F)cc1)c1cc2cc(Nc3nc(-c4ccccc4)nc4ccccc34)ccc2oc1=O	100	106	101	108	111	98	105	99
CC(C)(C)n1cc(-c2ccnc(NCCCNS(=O)(=O)c3cccc4ccccc34)c2)c(-c2cccc(O)c2)n1	31	48	42	42	36	71	44	21
O=C(NCCc1ccccn1)C(O)C(Cc1ccccc1)N(Cc1ccccc1)Cc1ccccc1 (stereo unspecified)	84	91	76	92	77	89	80	46
CC[C@H](C)[C@@H]1NC(=O)[C@H]([C@@H](C)O)NC(=O)C(Cc2ccccc2)NC(=O)[C@@H]2CCCN2C(=O)C(C(C)C)NC(=O)C(Cc2ccccc2)NC(=O)CNC(=O)[C@@H]2CCCN2C1=O (stereo partly specified)	68	90	64	84	60	78	58	-0.6*
COc1ccc(-n2c(SCc3cc(OC)c(OC)c(OC)c3)nc3ccc(Cl)cc3c2=O)c(OC)c1	104	98	126	116	113	118	108	106
CC[C@]12C=CCN3CC[C@@]4(c5ccc(OC)cc5N(C)[C@H]4[C@@](O)(C(=O)OC)[C@@H]1OC(=O)CCC(=O)O[C@H]1CC[C@H]4[C@@H]5CC[C@H]6CC(=O)CC[C@]6(C)[C@H]5CC[C@]14C)[C@@H]32	26	35	29	44	37	35	24	12
CCOC(=O)c1cc(-c2cccnc2)nc2c(Cl)cc(Cl)cc12	104	92	.	103	90	91	80	.
COc1ccc(Nc2cc(=O)[nH]c(N)n2)cc1	108	109	107	109	107	109	.	102
O=C(CN1N=C(c2ccccc2)CCC1=O)Nc1nccs1	95	104	110	114	103	100	120	87
Fc1ccc2nc(-c3nc(-c4ccccc4F)n4ccccc34)[nH]c2c1	74	104	.	92	86	108	99	68
COc1ccc(C2CC(n3nnnc3-c3ccccc3)=NN2)cc1 (stereo unspecified)	62	66	65	70	.	.	75	58
O=C(CN1C(=O)c2ccccc2C1=O)NCC(=O)Nc1ccccc1	106	109	101	117	110	106	120	96
CCOC(=O)C1CCCC1=O (stereo unspecified)	107&112	102&101	103	111&124	104&98	102&106	110&147	78&105
C1=Nc2c(c(-c3ccccc3)c(-c3ccccc3)n2C2CCCCC2)C2=NCCN12	87	101	91	113	91	107	101	90
CCCn1cc2c(=O)nc3sc(Cc4cccc(C(F)(F)F)c4)c(C)n3c2n1	90	111	96	92	90	88	95	75
CCCCCCCCSCc1ccc(N)cc1	.	102	104	109	89	104	104	97
CN(C)CCCNC(=S)Nc1ccc(/C=C/c2ccc(Cl)cc2)cc1	-41*	-100*	-70*	-62*	-68*	-57*	24	-35*

Molecules shown so far that contain an NH in an aromatic ring:
SMILES	OVCAR-8	OVCAR-5	IGROV1	DU-145	OVCAR-4	SK-OV-3	OVCAR-3	PC-3
Cc1ccc(-c2ccc(/C=C(\C#N)C(=O)c3c[nH]c4ccccc34)o2)cc1Cl	99	102	82	105	103	95	103	97
O=C(O)c1c[nH]c2ccccc2c1=O	108	94	99	99	93	92	107	98
CCOC(=O)C1=C(C(=O)OCC)N(c2ccccc2)C(N)=C(C#N)C1c1cc(=O)[nH]c2ccccc12 (stereo unspecified)	100	105	100	108	102	110	112	124
COC(=O)/C=C(/C(=O)OC)c1c[nH]c2ccccc12	96	105	109	112	98	102	103	95
C=CCN(CC=C)c1ncnc2[nH]ncc12	89	87	108	103	89	91	100	86
CCCNC(=O)c1ccc(-n2c(=O)[nH]c3ccccc3c2=O)cc1	105	100	102	107	105	98	107	108
N#CC1=C(N)Oc2c(c(=O)[nH]c3ccc(Br)cc23)C12C(=O)c1ccccc1C2=O	99	94	100	104	100	114	108	82
COc1ccc(Nc2cc(=O)[nH]c(N)n2)cc1	108	109	107	109	107	109	.	102
Fc1ccc2nc(-c3nc(-c4ccccc4F)n4ccccc34)[nH]c2c1	74	104	.	92	86	108	99	68
